SMARCA2 act – SMARCA2 (BRM) function activators, primary screen, cell-based, luminescence, high throughput; MG213 cells, MMTV-luciferase reporter, dexamethasone, overnight; hit rate 1% among 370,000; activation, % at 9.1 µM; in the data active = activation above about 7.8%;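 also: 0% = vehicle wells and 100% = reference activator wells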
Rev-erbA mod – modulators of Rev-erb alpha DNA binding, primary screen, biochemical, FITC-DNA, fluorescence polarization, uHTS; activity, % at 10 µM; hit rate 0.79% among 370,000; AID 1259318, 2017; Rev-erbα–FITC-DNA binding, 90 min;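 active = activity above about 14%, limit read from the data; passing the limit was not always enough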;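 also: 0% = DMSO wells with 35 nM protein and 100% = DMSO wells with 750 nM protein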
hgDAF-12 ag – H. glycines DAF-12 receptor agonists, primary screen, cell-based, luminescence, HEK293, GAL4 fusion, UAS-luciferase; Nuclear hormone receptor DAF-12 (Heterodera glycines), GAL4 fusion; HEK293 GAL4-hgDAF12 UAS-luciferase reporter, agonist luminescence; normalized to butyrate control; activation, % at 6.8 µM; hit rate 1.8% among 370,000; AID 687014, 2013;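 active = activation above a cutoff set at the mean of all screened compounds plus 3 SD, cut at about 10% in these data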;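 also: 0% = DMSO wells and 100% = sodium butyrate wells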
PG9 Ab binder – binders of HIV-1 gp120 antibody PG9, primary screen, biochemical, TR-FRET; HIV-1 gp120 / PG9 antibody interaction; TR-FRET gp120-PG9 antibody binding; inhibition, % at 6.7 µM; hit rate 0.43% among 360,000; in the data active = inhibition above about 8.5%
hcDAF12 agonist – H. contortus DAF-12 nuclear receptor activators, primary screen, cell-based, luminescence, HEK293, lit1-tk-luc reporter. hit rate 1.4% among 370,000. HEK293 hcDAF-12 lit1-tk-luc reporter; 0% DMSO, 100% Δ7-dafachronic acid. activation, % at 6.8 µM;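 active = activation above the mean of all tested compounds plus 3 SD, cut at about 5.5% in these data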;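 also: 100% = response to 3 µM Δ7-dafachronic acid high control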
PLCb3 inh – human PLC-beta3 inhibitors, primary screen, biochemical, fluorescence; Purified PLC-beta3, fluorogenic substrate; hit rate 0.18% among 370,000; inhibition, % at 12.2 µM; in the data active = inhibition above about 11%;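 also: 0% = median of compound wells on plate and 100% = full blocker control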
DAX1 inh-1 – DAX1 (NR0B1) inhibitors on StAR promoter, primary screen, cell-based, luminescence, SF-1 (NR5A1), full-length DAX-1. HEK293T StAR-luciferase reporter, SF-1/DAX-1 repression relief. hit rate 1.1% among 370,000. AID 652010, 2013. inhibition, % at 6.8 µM;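 active = inhibition above the mean over all tested compounds plus 3 SD, cut at about 3.6% in these data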;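 also: 0% = DAX-1 cells with DMSO and 100% = cells lacking DAX-1 with DMSO; higher inhibition means more luminescence from relief of DAX-1 repression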
DAX1 inh-2 – DAX1 (NR0B1) inhibitors, primary screen, cell-based, HEK293, Gal4-DAX1, luciferase luminescence; AID 504766, 2011; inhibition, % at 6.75 µM; hit rate 0.99% among 340,000; HEK293 Gal4-DAX1 luciferase reporter;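 active = inhibition above the mean over all tested compounds plus 3 SD, cut at about 4.2% in these data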;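 also: 0% = DAX1-transfected cells with DMSO and 100% = empty-vector control cells with DMSO; inhibition shows as a rise in luminescence from relieved DAX1 repression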
Target sequence (P51843 207-470 limits assumed): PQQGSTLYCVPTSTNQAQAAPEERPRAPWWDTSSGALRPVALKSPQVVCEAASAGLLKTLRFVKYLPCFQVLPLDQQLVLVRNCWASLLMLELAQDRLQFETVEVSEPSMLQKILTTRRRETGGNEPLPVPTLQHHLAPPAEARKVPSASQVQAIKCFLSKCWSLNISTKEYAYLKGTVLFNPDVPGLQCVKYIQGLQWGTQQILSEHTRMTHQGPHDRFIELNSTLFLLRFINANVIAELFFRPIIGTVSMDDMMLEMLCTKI
ssDAF-12 act – S. stercoralis DAF-12 nuclear receptor activators, primary screen, cell-based, luminescence, HEK293, GRIP1 co-expression, lit1-tk-luc | Nuclear hormone receptor DAF-12 (Strongyloides stercoralis) | HEK293 ssDAF-12/GRIP1 lit1-tk-luc reporter; % of 3 µM dafachronic acid response | activation, % at 6.8 µM | hit rate 1% among 370,000 | AID 652126, 2013;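 active = activation above the mean over all tested compounds plus 3 SD, cut at about 0.9% in these data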;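 also: 0% = DMSO-only wells and 100% = 3 µM delta7-dafachronic acid wells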
GAA850 FXN act – FXN promoter activators, primary screen, cell-based, luciferase luminescence, HEK293 lucGAA850. activation, % at 6 µM. HEK293 lucGAA850 FXN promoter luciferase reporter, 24 h; percent of 10 µM SAHA response. hit rate 0.56% among 360,000;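 active = activation above the average of all compounds screened plus 3 SD, cutoff fixed separately per campaign, cut at about 7.5% in these data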;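 also: 0% = DMSO wells and 100% = 10 µM SAHA wells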
HGIII-sPLA2 inh – human group III sPLA2 inhibitors, primary screen, biochemical, QFRET, BODIPY PC-A2 liposome substrate. Group 3 secretory phospholipase A2 (Homo sapiens), Q9NZ20. QFRET BODIPY PC-A2 liposome hydrolysis, fluorescence. inhibition, % at 12.2 µM. hit rate 0.56% among 370,000. AID 743126, 2013;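 active = inhibition above mean plus 3 SD of compounds lying within the high and low control bounds, cut at about 19% in these data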;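 also: 0% = median of test compound wells and 100% = no enzyme DMSO wells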
Target sequence (Q9NZ20 whole entry, looked up): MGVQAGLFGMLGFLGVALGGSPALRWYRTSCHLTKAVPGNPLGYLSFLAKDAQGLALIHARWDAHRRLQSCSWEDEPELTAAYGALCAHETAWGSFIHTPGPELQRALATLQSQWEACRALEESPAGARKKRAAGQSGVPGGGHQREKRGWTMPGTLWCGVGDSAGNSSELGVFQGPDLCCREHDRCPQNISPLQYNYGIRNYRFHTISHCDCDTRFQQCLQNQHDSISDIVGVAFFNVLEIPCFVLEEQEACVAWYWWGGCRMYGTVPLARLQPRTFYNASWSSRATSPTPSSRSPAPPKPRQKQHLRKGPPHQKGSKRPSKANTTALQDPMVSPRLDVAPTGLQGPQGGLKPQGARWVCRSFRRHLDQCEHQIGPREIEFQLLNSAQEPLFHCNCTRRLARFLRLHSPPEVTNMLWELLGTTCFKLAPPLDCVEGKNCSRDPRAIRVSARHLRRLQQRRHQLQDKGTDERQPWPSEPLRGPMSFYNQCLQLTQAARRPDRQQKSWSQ
* marks the source's active call; other numbers are inactive results; i = inactive; . = not tested or not shown.

A first look (2 entries):
item	Molecule	DAX1 inh-2	hgDAF-12 ag	SMARCA2 act	HGIII-sPLA2 inh	Rev-erbA mod	DAX1 inh-1	ssDAF-12 act	PLCb3 inh	PG9 Ab binder	GAA850 FXN act	hcDAF12 agonist
1	Cc1cccc(C(=O)Nc2ccc(C(=O)N/N=C/c3ccc4c(c3)OCO4)cc2)c1	-1.6	-0.6	-4	3	-9	-0.5	-1.3	-27	2.5	-2.8	-0.9
2	CC(=O)N1CCCc2cc(S(=O)(=O)N(CC(C)C)CC(C)C)ccc21	0.6	-2.9	-8	-4	-2	-0.5	-1.0	0	1.4	-0.2	-3.1

Results, from the start:
item	Molecule	DAX1 inh-2	hgDAF-12 ag	SMARCA2 act	HGIII-sPLA2 inh	Rev-erbA mod	DAX1 inh-1	ssDAF-12 act	PLCb3 inh	PG9 Ab binder	GAA850 FXN act	hcDAF12 agonist
1	Cc1cccc(C(=O)Nc2ccc(C(=O)N/N=C/c3ccc4c(c3)OCO4)cc2)c1	-1.6	-0.6	-4	3	-9	-0.5	-1.3	-27	2.5	-2.8	-0.9
2	CC(=O)N1CCCc2cc(S(=O)(=O)N(CC(C)C)CC(C)C)ccc21	0.6	-2.9	-8	-4	-2	-0.5	-1.0	0	1.4	-0.2	-3.1
3	O=c1c(Br)c(Br)cnn1-c1ccccc1	-1.5	-3.2	-10	1	1	-1.6	-1.4	-4	13*	-9.5	-0.2
4	O=C(c1ccc(OC2CCN(Cc3ccccn3)CC2)cc1)N1CCCCO1	-0.3	-1.4	-2	4	-5	0.5	-1.8	9	-1.5	1.6	1.0
5	Cc1ccc(NC(=O)c2ccc3c(c2)C(=O)N(CC2CCCO2)C3=O)cc1C (configuration not stated)	-0.1	3.8	2	-6	1	0.1	-1.2	3	-0.1	2.6	-1.8
6	O=C(CN1CC(=O)Nc2ccccc21)Nc1ccc(F)c(F)c1	3.9	2.2	-1	0	1	0.7	-0.3	-46	0.5	3.0	0.5
7	CC(=O)c1cc(-c2ccccc2)n(CC(=O)N2CCCCC2)c1C	-0.5	0.3	-4	2	-3	0.3	-1.4	2	-1.9	2.1	0.1
8	COCC(=O)N(C)[C@H]1C[C@H]2c3[nH]c4ccccc4c3CCN2C(=O)[C@H]1[C@H](C)O	0.6	2.7	-6	5	3	-0.4	-0.1	i	-0.5	-3.6	-0.1
9	O=C(NN1CCOCC1)c1cc(-c2ccncc2)nc2ccccc12	-0.4	1.7	0	1	2	-0.6	-1.3	-2	-0.2	0.4	-0.1
10	Cn1c(CC(=O)NNC(=O)c2ccccc2F)nc2ccccc21	1.9	-1.1	-2	-4	0	0.5	-0.9	-4	0.2	0.7	0.0
11	O=C(C1CCC1)N1CCN(S(=O)(=O)c2ccc([N+](=O)[O-])cc2)CC1	0.4	-2.2	9.8*	-3	0	0.7	-1.6	-3	-1.3	-0.1	-0.5
12	c1csc(CNc2nc(NCC3CCCCC3)c3sccc3n2)c1	.	-6.5	-6	-10	8	-2.9	-1.2	1	-2.2	4.7	-3.4
13	CC1CCCCC1NC(=O)COC(=O)c1ccc2c(c1)NC(=O)CS2 (configuration not stated)	0.1	-1.9	-2	7	12	-0.7	-1.3	-4	0.1	0.5	0.1
14	CCC(C)N1CCC2(CC1)N=c1c(c3c4c5c(C)c(O)c3c(O)c1=NC(=O)C(C)=CC=C[C@H](C)[C@H](O)[C@@H](C)[C@@H](O)[C@@H](C)[C@H](OC(C)=O)[C@H](C)[C@@H](OC)C=CO[C@@](C)(O5)C4=O)N2 (some centres not stated)	-0.2	4.7	0	-12	-9	0.9	-1.4	3	-11	1.0	-1.1
15	Cc1cccc(NC(=O)COC(=O)c2cccc(S(=O)(=O)N3CCCCCC3)c2)c1	0.6	1.4	-1	-25	2	0.2	-1.2	-4	-1.0	-0.9	-0.3
16	O=C1c2ccccc2[C@@H]2C[C@@H](O)[C@H](Nc3cccc4ccccc34)CCN12	0.2	-0.4	0	6	11	-0.7	0.1	-29	-2.4	-1.6	2.5
17	O=C(NC1CCCCC1)c1cccc(S(=O)(=O)N2CCCCC2)c1	-0.9	0.2	-2	1	6	-0.1	-1.2	-3	0.7	-1.0	0.1
18	CCOC(=O)N1CCN(C2CC(=O)N(c3ccccc3)C2=O)CC1 (configuration not stated)	0.1	-0.7	1	4	-5	-0.1	-1.0	1	-0.9	4.1	-0.5
19	CCC/C(=C1/c2ccccc2C(=O)N1c1ccccc1)c1ccc(C=O)o1	.	3.2	-2	5	8	-0.5	-0.6	-58	-1.7	.	1.9
20	CN1CCN(c2ccc(C(CC(N)=O)NC(=O)Cc3cccc4ccccc34)cc2[N+](=O)[O-])CC1 (configuration not stated)	1.0	1.0	0	-7	5	0.3	-0.7	-3	-2.0	-1.2	-0.8
21	Cc1ccc(N(C(=O)Cc2cccs2)C(C(=O)NCC2CCCO2)c2ccncc2)cc1 (configuration not stated)	0.5	-1.2	2	-2	3	-0.5	-0.3	2	0.0	2.8	1.8
22	Cc1cccc(C)c1NC(=O)CCCSc1nnc(-c2ccco2)o1	-0.8	-0.7	-2	-2	-1	0.0	-1.4	0	0.1	-2.7	-1.3
23	O=C(NC(=S)Nc1ccc2c(c1)OCCO2)c1ccccc1	1.3	14*	9.7*	-2	0	4.7*	0.3	1	3.3	1.2	4.0
24	CC1(C(=O)NS(=O)(=O)c2ccccc2)CCN1C(=O)Cc1ccc(-c2ccccc2)cc1 (configuration not stated)	.	-1.0	-2	-8	-5	0.1	-1.0	-1	1.4	0.8	-0.3
25	CN(C(=O)CSc1nc2ccccc2s1)c1c(N)n(Cc2ccccc2)c(=O)[nH]c1=O	-1.2	-2.1	-2	0	0	-0.5	-0.7	-7	3.3	-1.5	1.2
26	COc1ccc(-c2nnc(-c3ccc(OCC(C)C)cc3)o2)cc1	-0.4	3.1	-2	1	6	0.1	-1.2	0	-1.2	0.3	-1.1
27	Cc1ccc(CNC(=O)CN(c2cccc([N+](=O)[O-])c2)S(C)(=O)=O)cc1	0.0	0.7	-3	-10	5	-0.6	-0.6	3	-2.5	0.2	-0.5
28	CC1(c2ccccc2)NC(=O)N(CC#N)C1=O (configuration not stated)	0.2	-2.8	0	6	3	0.2	-1.2	-6	0.1	0.2	-0.1
29	Cc1cc(C)cc(N(CCC#N)C(=O)COC(=O)C2=COCCO2)c1	0.9	1.6	-2	4	-8	1.8	-0.8	-7	2.3	-0.4	-2.4
30	CC(=O)CC[C@@H]1CC[C@]2(CCCN(C(=O)C(C)(C)C)C2)O1	.	-2.4	-2	2	5	0.9	-0.4	1	.	.	-0.8
31	Cc1ccc(NC(=O)C(CC(C)C)NC(=O)C2CCC(C)CC2)nc1 (configuration not stated)	-1.5	1.3	-2	3	-2	-0.5	-1.0	0	1.6	1.1	0.0
32	CCOC(=O)N1CCC(NC(=O)CCc2c(C)nc3ncnn3c2C)CC1	0.9	1.1	0	5	-4	0.0	-0.2	5	-1.1	-2.9	4.5
33	Cc1cc(C)n(CCCNC(=O)c2ccc3c(c2)NC(=O)CS3)n1	0.2	-0.5	0	0	-6	-0.1	-1.5	0	-1.8	4.0	-0.8
34	CC(NC(=O)Cc1cccs1)c1ccccc1 (configuration not stated)	2.0	1.4	0	1	-1	0.8	-1.9	3	-0.4	0.8	-0.4
35	COc1cc(CC(=O)Nc2ccccc2N2CCOCC2)cc(OC)c1OC	-0.2	-1.4	0	2	0	0.0	-1.6	0	-1.9	0.8	-1.2
36	Cc1cccc(-c2oc3ccccc3c2-c2ccc3c(c2)OCO3)c1	0.6	0.6	2	0	6	0.0	-1.2	-8	-1.5	0.2	-1.2
37	C=CCOc1cccc(C2/C(=C(/O)c3ccc4c(c3)CC(C)O4)C(=O)C(=O)N2CCN2CCOCC2)c1 (configuration not stated)	0.4	2.8	-1	-3	5	-0.2	-1.1	-14	4.8	0.2	-1.6
38	CC(C)=CC([C@]12C[C@H](CO)N[C@@H]1Nc1ccccc12)S(=O)(=O)c1ccccc1 (some centres not stated)	.	-3.2	.	-6	-2	.	-0.1	3	.	.	1.0
39	CCC1(C(=O)O)NC(c2cc(OC)ccc2O)C2C(=O)N(Cc3ccccc3)C(=O)C21 (configuration not stated)	1.8	4.6	0	-4	3	1.4	-1.0	-3	-0.6	-0.7	-0.4
40	O=C1CSC(c2ccc(F)cc2)N1c1c(F)cccc1F (configuration not stated)	-0.7	-0.9	0	-2	2	-0.2	-0.8	-3	-1.4	1.2	-0.7
41	O=C(NCCc1ccccc1)C(=O)NCC1OCCN1S(=O)(=O)c1cc(F)ccc1F (configuration not stated)	0.4	-2.8	-2	1	5	-0.1	-1.0	1	-0.7	1.2	0.5
42	CC(C)CC(NC(=O)c1ccccc1NC(=O)c1ccccc1)C(=O)O (configuration not stated)	2.2	2.9	3	2	6	-0.3	-1.2	-6	-2.3	-1.7	-1.0
43	COc1ccc(N2C(=O)CC(n3c(CCCCO)nc4ccccc43)C2=O)cc1 (configuration not stated)	-0.2	1.9	2	1	-2	-0.8	-1.1	0	0.2	1.4	-1.0
44	Cc1ccc(NS(=O)(=O)c2ccc(OCC(=O)NCc3ccncc3)cc2)cc1	-2.0	-6.0	-5	-17	-4	-2.2	-1.6	11*	-0.4	-2.2	-2.2
45	CC(=O)C1=CCC(c2ccccc2)N(S(=O)(=O)c2cccc(C)c2)C1 (configuration not stated)	.	-3.5	-1	-9	4	-2.9	-1.0	-1	-0.3	.	-2.0
46	COC(=O)C1CCN(c2cc(=O)n(-c3ccccc3Cl)c(=O)[nH]2)CC1	-0.2	-1.8	1	-1	4	-0.2	-0.1	-2	0.3	-0.8	-1.6
47	O=C(O)c1ccccc1SCc1nc2ccccn2c1Br	0.5	0.6	2	3	4	-0.6	-1.2	-13	-1.5	0.8	-0.8
48	COc1ccc([N+](=O)[O-])cc1NC(=O)C(C)OC(=O)c1ccccc1C(=O)c1ccc(Cl)cc1 (configuration not stated)	-0.1	-0.5	-5	-22	2	-1.1	-1.6	3	-2.1	7.2	-4.0
49	O=C(NCc1ccc(F)cc1)c1cccnc1	-0.8	0.0	-1	-1	8	-0.4	-1.2	-1	-0.9	-1.1	2.9
50	O=C(O)Cc1c(C(=O)O)nnn1-c1ccc(Cl)cc1Cl	0.6	-1.1	0	6	0	-0.2	-0.5	0	-1.2	2.4	-0.3
51	c1ccc(-n2ncc3c(N4CCCC4)ncnc32)cc1	-0.3	8.8	3	11	-4	3.3	0.0	-2	-0.6	4.5	6.4*
